TRHR enhancer: TRH receptor (human) allosteric enhancement; P34981; TRHR cells, fluo-8 calcium fluorescence, EC20 TRH enhancement; enhancement, % at 2 µM; hit rate 0.66% among 360,000; AID 493056; in the data active = enhancement above about 30%; also: 0% is about no effect
Target sequence (P34981 whole entry, looked up): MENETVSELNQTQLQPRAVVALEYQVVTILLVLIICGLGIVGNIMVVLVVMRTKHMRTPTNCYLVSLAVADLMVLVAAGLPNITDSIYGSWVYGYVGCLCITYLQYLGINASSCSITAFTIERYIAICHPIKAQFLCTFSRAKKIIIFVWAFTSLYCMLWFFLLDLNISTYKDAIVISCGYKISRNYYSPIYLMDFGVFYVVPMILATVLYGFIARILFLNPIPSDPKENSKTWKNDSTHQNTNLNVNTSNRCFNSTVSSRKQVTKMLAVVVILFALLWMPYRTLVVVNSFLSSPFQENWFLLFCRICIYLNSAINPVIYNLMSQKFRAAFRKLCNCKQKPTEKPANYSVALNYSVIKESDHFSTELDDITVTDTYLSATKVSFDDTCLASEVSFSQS
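Enhancer read-out: after compound pinning and an initial kinetic agonist-mode read, an EC20 of TRH (10 nM final) was injected and fluo-8 calcium signal (Ex 480/Em 530) followed at 1 s/cycle for 100 cycles in TRHR-expressing cells.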
D2 antag: antagonizes the human D2 dopamine receptor | HEK293 TREx D2 cells, calcium flux, dopamine EC80 | inhibition, % at 10 µM | hit rate 2% among 340,000 | AID 485344; in the data active = inhibition above about 30%; also: 0% is about no effect
Target sequence (P14416 whole entry, looked up): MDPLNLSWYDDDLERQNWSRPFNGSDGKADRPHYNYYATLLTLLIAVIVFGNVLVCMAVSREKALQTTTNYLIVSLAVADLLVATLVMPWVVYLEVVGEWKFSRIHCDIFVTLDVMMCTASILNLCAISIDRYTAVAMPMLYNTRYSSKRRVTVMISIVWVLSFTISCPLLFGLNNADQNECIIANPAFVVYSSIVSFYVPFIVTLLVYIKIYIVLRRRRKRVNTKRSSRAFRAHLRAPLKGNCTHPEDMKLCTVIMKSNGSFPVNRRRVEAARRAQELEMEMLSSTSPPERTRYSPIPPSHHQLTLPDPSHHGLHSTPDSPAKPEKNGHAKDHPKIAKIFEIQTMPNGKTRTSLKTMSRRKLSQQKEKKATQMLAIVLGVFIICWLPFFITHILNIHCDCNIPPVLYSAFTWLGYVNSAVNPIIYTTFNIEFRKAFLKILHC
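Dopamine at EC80 is the agonist stimulus; test compounds precede it by 180 s. Calcium flux read kinetically in a force-coupled, inducible HEK293 T-REx D2 cell line.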
D1 antag: blocks dopamine activation of the human D1 receptor. P21728. HEK293 TREx D1 cells, calcium flux, dopamine EC80; stronger effect = lower value. activity change, negative = inhibition, % at 10 µM. hit rate 3.2% among 360,000. AID 504652; in the data active = activity change below about -30%; also: % is scaled to controls: 0 for no effect and ±100 for the full control effect
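Calcium flux readout: force-coupled, inducible Hek293 Trex D1 line, cells induced overnight at 30 C with tetracycline, dye-loaded 30–90 min at RT. Antagonism scored against EC80 dopamine challenge given 180 s after compound.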
D2 agonist: activates the human D2 dopamine receptor | HEK293 T-REx D2 cells, calcium flux agonist mode | activation, % at 2 µM | hit rate 0.53% among 340,000;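 active = activation over 3 SD above normal in the single-dose calcium agonist read, cut at about 30% in these data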; also: 0% is about no effect
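Calcium-flux readout, 1 cycle/sec over 180 s following compound pin transfer, in inducible HEK293 Trex D2 cells (force-coupled); dopamine controls included. Positive calcium responses during this window marked compounds as potential agonists.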
RXFP1 antagonist: antagonists of human relaxin receptor RXFP1; HEK293-RXFP1, relaxin-stimulated cAMP HTRF, 30 min; stronger effect = lower value; AID 1259400; hit rate 0.59% among 350,000; Q9HBX9; activity change, negative = inhibition, % at 57.5 µM;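 active = activity change of -60% or lower, but not beyond a set lower limit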; also: % is scaled to controls: 0 for no effect and ±100 for the full control effect
D1 PAM: potentiators of human D1 dopamine receptor; P21728; HEK293 TREx D1 cells, calcium flux, dopamine EC20 potentiation; potentiation, % at 10 µM; hit rate 0.036% among 360,000; AID 504651; in the data active = potentiation above about 30%; also: 0% is about no effect
D1 ag: human D1 receptor agonism | HEK293 T-REx D1 cells, calcium flux, agonist mode | activation, % at 2 µM | hit rate 1% among 360,000 | AID 504660; also: 0% is about no effect
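Tetracycline-induced HEK293 TREx D1 cells, force-coupled to calcium signalling, were dye-loaded with a no-wash calcium kit. Compound was pin-added after a 10 s baseline. Fluorescence was read kinetically at 1 cycle/s for 180 s, with calcium rises flagged as agonism.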
TRHR agonist: TRH receptor (human) agonism. activation, % at 2 µM. TRHR cells, calcium flux fluo-8, FDSS agonist mode. hit rate 0.18% among 360,000. P34981; also: 0% is about no effect
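Agonist-mode FDSS calcium read (Ex 480/Em 530, 1 s cycles) in 1536-well TRHR cells with fluo-8 dye, after 10-cycle baseline and 23 nL compound addition; TRH at EC20 (10 nM final) added afterwards for the enhancer phase.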
D2 potentiator: D2 dopamine receptor (human) potentiation | hit rate 0.34% among 340,000 | HEK293 T-REx D2, calcium flux, EC20 dopamine potentiation | potentiation, % at 10 µM;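 active = potentiation over 3 SD above the plate norm, cut at about 30% in these data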; also: 0% is about no effect
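Potentiation of an EC20 dopamine calcium response measured kinetically over 180 s, after a preceding 180 s compound-only read flagging agonists. Cells: inducible Hek293 Trex D2 line, 4000/well, cultured overnight at 30 C before dye loading.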
Starred values were filed as active, the others as inactive; . = not tested or not shown. Rule as the data show it, unless noted: active = activation above about 30%; inactive = the rest.

compound	TRHR enhancer	D2 antag	D1 antag	D2 agonist	RXFP1 antagonist	D1 PAM	D1 ag	TRHR agonist	D2 potentiator
NC(=O)SCC(=O)Nc1cccc(Cl)c1	-1	-1	-3	-0.6	-28	2	7	0.1	8
CCOc1cc(/C=N/N2CCN(Cc3ccccc3)CC2)ccc1O	0	1	-27	-1.4	1	2	6	-0.4	-15
O=C(CNC(=O)c1ccccc1Cl)OCc1cc(=O)n2nc(C3CC3)sc2n1	5	.	21	0.4	.	-6	1	0.1	-14
O=C(NCCc1cccs1)C1CCC(=O)N(CCc2cccc(F)c2)C1 (stereo not drawn)	-8	15	2	0.0	11	2	-1	0.4	-3
O=C(CSc1cccc[n+]1[O-])c1cccs1	4	-4	-2	0.7	-4	7	5	0.3	4
Cc1nc(N2CCN(Cc3ccc4c(c3)OCO4)CC2)c2cc(-c3ccccc3)sc2n1	0	4	29	1.2	-33	0	3	0.3	-11
Clc1cc(Br)ccc1OCCN1CCOCC1	3	-9	-2	-0.4	3	-1	1	0.0	-16
CC(=O)c1cnc2nc(SCc3cccc(C)c3)nn2c1C	-2	4	10	0.5	3	0	7	-0.6	0
CN(CCOc1ccccc1)CC(O)COCc1ccccc1F (stereo not drawn)	0	-15	14	0.6	-9	-4	3	-0.4	-7
O=C(NCc1ccc2c(c1)CCN2C(=O)c1ccc(F)cc1)c1cc2ccccc2[nH]1	0	.	4	0.7	2	-4	1	0.0	-13
N=C1CCCN1CC(=O)c1cccs1	-1	4	10	0.2	-2	2	2	0.5	18
CC1CCCCC12NC(=O)N(CC(=O)Nc1ccccc1-c1ccccc1)C2=O (stereo not drawn)	-6	-13	.	-0.5	-11	2	-1	0.0	0
Cc1ccccc1OCC(=O)OCn1nnc2ccccc2c1=O	-2	-24	-2	0.5	-7	-2	-1	-0.4	-11
O=C(CSc1nnc(COc2ccc(Cl)cc2)o1)NC1CCCCC1	-4	8	-17	0.6	-5	-3	2	-0.4	3
O=C(CC1C(=O)N(c2ccc(F)cc2)C(=O)N1Cc1ccccn1)Nc1ccccc1 (stereo not drawn)	0	.	5	.	34	-1	0	-0.2	.
N#Cc1c(N)nc2c(c1-c1ccncc1)CCCCC2	-8	5	4	0.2	5	-2	1	-1.1	1
CCC(=O)N1CCc2cc(S(=O)(=O)NCCC(=O)Nc3cccc(C)c3C)ccc21	4	.	-2	9.7	3	2	2	-1.4	2
Cc1cc(NC(=O)CCC(=O)N(c2ccccc2)C(C(=O)NC(C)(C)C)c2ccccc2Cl)no1 (stereo not drawn)	10	3	14	-3.0	-10	-4	0	0.8	.
Nc1nc(-c2ccco2)nc(N2CCCCC2)n1	1	-10	-1	1.2	6	-1	3	-2.0	4
CCc1c(C)nc(N2CCN(c3cccc(OC)c3)CC2)[nH]c1=O	3	-8	-11	-0.1	-2	-9	2	-0.9	22
Cc1nn(-c2ccc(N3CCOCC3)nn2)c(C)c1CCC(=O)NCc1ccc(OC(C)C)cc1	15	.	21	-0.6	.	-5	1	-0.1	3
CC1(C)OC(=O)C(=CNC(CCC(N)=O)C(=O)O)C(=O)O1 (stereo not drawn)	-5	14	-3	0.8	-8	0	0	0.0	14
C/C(Cn1cnc([N+](=O)[O-])n1)=N/NC(=O)COc1ccccc1Cl	6	-2	1	-0.5	0	-2	3	-1.0	2
COc1nnc(-c2ccc(N3CCOCC3)c(NC(=O)c3ccco3)c2)c2ccccc12	13	4	-92*	-2.1	-27	-2	0	-0.1	5
CCc1ccc(Sc2cc(C(=O)NC(C)CC)c3ccccc3n2)cc1 (stereo not drawn)	-4	.	-27	1.0	.	-1	1	0.5	8
CNS(=O)(=O)c1ccc(NC(=O)c2cncc(Br)c2)cc1	-2	5	-14	0.3	21	-7	0	0.5	-11
COc1ccc(S(=O)(=O)N2CCCC2CNC(=O)C(=O)Nc2ccc(C)cc2)cc1 (stereo not drawn)	8	-9	-8	-0.1	-17	-8	4	-0.2	0
O=C(Cn1c2ncccc2c(=O)n1-c1ccccc1)Nc1ccc(F)c(F)c1	1	.	3	0.2	-1	-3	8	-0.5	-4
COc1ccc(C(C(=O)NC2CCCCC2)N(C(=O)c2sc(C)nc2C)c2ccccc2)cc1 (stereo not drawn)	2	22	-4	1.9	-4	-8	1	-1.1	-1
COc1cccc(C2C(C(=O)Nc3ccccc3)=C(C)Nc3nc(-c4ccccc4)nn32)c1 (stereo not drawn)	-9	.	-13	.	.	-4	2	0.1	-9

Entries above that have bromine (2):
compound	TRHR enhancer	D2 antag	D1 antag	D2 agonist	RXFP1 antagonist	D1 PAM	D1 ag	TRHR agonist	D2 potentiator
Clc1cc(Br)ccc1OCCN1CCOCC1	3	-9	-2	-0.4	3	-1	1	0.0	-16
CNS(=O)(=O)c1ccc(NC(=O)c2cncc(Br)c2)cc1	-2	5	-14	0.3	21	-7	0	0.5	-11

Entries of single compounds as entered above. Values in the order: TRHR enhancer | D2 antag | D1 antag | D2 agonist | RXFP1 antagonist | D1 PAM | D1 ag | TRHR agonist | D2 potentiator
Entry for CNS(=O)(=O)c1ccc(NC(=O)c2cncc(Br)c2)cc1 = -2 | 5 | -14 | 0.3 | 21 | -7 | 0 | 0.5 | -11
Entry for CCc1c(C)nc(N2CCN(c3cccc(OC)c3)CC2)[nH]c1=O = 3 | -8 | -11 | -0.1 | -2 | -9 | 2 | -0.9 | 22
Entry for C/C(Cn1cnc([N+](=O)[O-])n1)=N/NC(=O)COc1ccccc1Cl = 6 | -2 | 1 | -0.5 | 0 | -2 | 3 | -1.0 | 2
Entry for O=C(Cn1c2ncccc2c(=O)n1-c1ccccc1)Nc1ccc(F)c(F)c1 = 1 | . | 3 | 0.2 | -1 | -3 | 8 | -0.5 | -4
Entry for CCC(=O)N1CCc2cc(S(=O)(=O)NCCC(=O)Nc3cccc(C)c3C)ccc21 = 4 | . | -2 | 9.7 | 3 | 2 | 2 | -1.4 | 2

2 successive entries from above, for reference:
compound	TRHR enhancer	D2 antag	D1 antag	D2 agonist	RXFP1 antagonist	D1 PAM	D1 ag	TRHR agonist	D2 potentiator
COc1ccc(C(C(=O)NC2CCCCC2)N(C(=O)c2sc(C)nc2C)c2ccccc2)cc1 (stereo not drawn)	2	22	-4	1.9	-4	-8	1	-1.1	-1
COc1cccc(C2C(C(=O)Nc3ccccc3)=C(C)Nc3nc(-c4ccccc4)nn32)c1 (stereo not drawn)	-9	.	-13	.	.	-4	2	0.1	-9

Next section:
compound	TRHR enhancer	D2 antag	D1 antag	D2 agonist	RXFP1 antagonist	D1 PAM	D1 ag	TRHR agonist	D2 potentiator
Cc1ccc2[nH]c(=O)c3cc(C(=O)NCCCN4CCC(C)CC4)sc3c2c1	29	.	5	-0.2	-10	4	0	-0.1	-5
Cc1ccc(NC(=O)COc2ccc3oc4c(c3c2)CCCC4)nc1	0	3	3	0.0	0	-3	6	0.3	1
O=C(NNS(=O)(=O)c1ccc(C(=O)NC2CCCC2)cc1)c1ccncc1	3	-15	9	0.3	-1	-3	2	1.5	7
COc1cccc(NC(=O)CN(C)C(C)C(=O)Nc2ccc(C(C)=O)cc2)c1 (stereo not drawn)	-2	-9	19	-0.5	-2	0	1	-0.3	11
COc1ccc(C(=O)N=c2sc3ccccc3n2C)cc1	-7	-11	-3	2.6	10	-3	4	1.1	-8
Cc1ccc(C(=O)Nc2cccc(NC(=O)c3cccs3)c2)c(C)c1	-8	2	-8	0.7	-2	-2	5	-0.6	-16
O=S(=O)([N-]c1nc2ccccc2nc1-[n+]1ccccc1)c1ccc(F)cc1	-5	-22	8	-0.2	-4	-3	0	0.4	-6
CCC(=O)N1c2ccccc2CC1C(=O)NCCN1CCN(c2cccc(C(F)(F)F)c2)CC1 (stereo not drawn)	0	.	-11	0.5	-6	0	4	-0.1	-22
CCCSCCCNC(=O)c1ccc2c(c1)sc1nc(-c3ccc(OCC)cc3)cn12	-5	.	2	-0.4	7	-2	0	0.3	.
N/C(=N\OC(=O)c1ccc(=O)n(Cc2ccccc2)c1)c1ccccn1	0	-2	-2	-0.3	0	-9	-1	0.5	14
COc1ccccc1C(=O)n1nc(-c2ccccc2)nc1NCc1ccc(Cl)cc1	-7	.	6	1.5	.	-5	3	2.3	-16
CCc1nccn1S(=O)(=O)c1cc(OC)ccc1OC	-8	2	0	-2.0	.	-2	4	-0.5	-2
Cc1ccc(-c2nc(CS(=O)(=O)CC(=O)N3CCOCC3)c(C)o2)cc1	-7	19	-17	-0.3	5	-8	0	-1.0	-15
O=C(O)/C=C/C(=O)N1CCN(C(c2ccccc2)c2ccccc2)CC1	-2	7	-3	0.1	-4	0	8	3.4	-2
Cc1nc2nc3c(cn2n1)C(=O)CCC3	7	-19	-1	0.5	5	12	-2	0.2	10
O=C1CCC(=O)N1c1ccc(CSc2nnnn2C2CCCCC2)cc1	-11	7	9	0.4	-18	2	0	-0.3	11

Bioassay records as filed in PubChem.
